eIF4E-4G inh = eIF4E–eIF4G protein interaction inhibitors, primary screen, biochemical, uHTS, TR-FRET, eIF4GI fragment | Eukaryotic translation initiation factor 4E (Mus musculus) + Eukaryotic translation … | TR-FRET eIF4E-eIF4GI(517-606) binding, 2 h | inhibition, % at 21.7 µM | hit rate 0.37% among 220,000;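 also: 0% = full FRET control wells and 100% = background wells lacking eIF4GI fragment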
EBV gp42 block = Epstein-Barr virus gp42 inhibitors, primary screen, biochemical, uHTS, fluorescence polarization. AID 1085, 2008. inhibition, % (tested at 21.74 µM). Glycoprotein 42 (Epstein-Barr virus (strain AG876)), Q1HVG2. Fluorescence polarization binding assay, mP read-out. hit rate 0.42% among 220,000; in the data active = inhibition above about 50%
Target sequence (Q1HVG2 whole entry, looked up): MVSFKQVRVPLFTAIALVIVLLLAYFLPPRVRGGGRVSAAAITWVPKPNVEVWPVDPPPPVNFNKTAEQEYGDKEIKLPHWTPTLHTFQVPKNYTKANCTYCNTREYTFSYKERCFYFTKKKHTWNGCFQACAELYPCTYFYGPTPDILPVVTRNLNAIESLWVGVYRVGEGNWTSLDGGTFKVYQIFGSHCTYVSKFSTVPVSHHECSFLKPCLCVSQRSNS
Cl transport mod = KCC2 cotransporter modulators, thallium flux, primary screen, cell-based, HEK293 KCC2, FluoZin-2 fluorescence, MLSMR | Solute carrier family 12 member 5 (Homo sapiens), Q9H2X9 | KCC2 cells, thallium flux FluoZin-2 fluorescence | B-score of Tl+ flux slope (higher = more flux/activation; lower = inhibition) at 10 µM | hit rate 2.2% among 190,000 | AID 1456, 2008;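 active = thallium flux slope and its plate-corrected score both differing from the plate sample mean at a set confidence after two filtering rounds, in either direction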;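 also: slope of fluorescence scaled to starting intensity during 10 to 20 s after thallium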
KLK5 inh = human KLK5 protease inhibitors, primary screen, biochemical, 1536-well. recombinant hK5, fluorogenic AMC substrate cleavage. inhibition, % at 5 µM. hit rate 0.59% among 210,000. AID 873, 2007;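 active = inhibition of 40% or more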;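 also: 0% = enzyme controls without compound and 100% = no-enzyme blanks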
Target sequence (Q9Y337 67-293 limits assumed): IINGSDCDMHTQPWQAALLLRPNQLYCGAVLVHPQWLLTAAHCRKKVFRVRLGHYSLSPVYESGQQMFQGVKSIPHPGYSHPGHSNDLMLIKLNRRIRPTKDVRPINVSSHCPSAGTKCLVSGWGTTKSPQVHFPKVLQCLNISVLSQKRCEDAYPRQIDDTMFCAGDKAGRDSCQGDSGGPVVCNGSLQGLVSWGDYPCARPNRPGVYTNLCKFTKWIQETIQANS
Furin inhibitor = human furin inhibitors, primary screen, biochemical, fluorescence intensity | P09958 | purified furin, fluorogenic substrate cleavage | inhibition, % at 30 µM | hit rate 0.061% among 220,000 | AID 463115, 2010; in the data active = inhibition above about 25%; also: inactives centre near -15
Rad51 HR inh = human RAD51 strand exchange inhibitors, primary screen, biochemical, fluorescence. hit rate 0.085% among 200,000. inhibition, % at 10 µM. AID 1385, 2008. DNA repair protein RAD51 homolog 1 (Homo sapiens), Q06609. hRad51 DNA strand exchange, fluorescence dequenching;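 active = inhibition above 40% at the single screening dose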;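 also: 0% = DMSO control wells and 100% = blanks with heterologous ssDNA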
Target sequence (Q06609 whole entry, looked up): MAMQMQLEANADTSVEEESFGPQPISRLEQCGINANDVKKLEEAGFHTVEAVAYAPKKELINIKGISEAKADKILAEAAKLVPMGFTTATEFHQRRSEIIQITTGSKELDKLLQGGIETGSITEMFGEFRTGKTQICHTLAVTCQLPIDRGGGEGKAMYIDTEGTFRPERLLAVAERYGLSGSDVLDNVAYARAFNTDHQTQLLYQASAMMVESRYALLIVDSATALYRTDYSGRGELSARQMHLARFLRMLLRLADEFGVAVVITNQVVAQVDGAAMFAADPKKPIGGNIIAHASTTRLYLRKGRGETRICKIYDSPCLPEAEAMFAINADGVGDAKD
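material = hRad51 filaments on single-stranded DNA | timing = filaments 15 min 37 °C, then compound 30 min | signal = FRET fluorescence dequenching, excitation 485 nm, emission 520 nm | benchmarks = control wells and blank wells on each plate | evaluation = percent inhibition relative to plate controls and blanks | compound = 10 µM final, single point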
Thrombin inh = human alpha-thrombin inhibitors, primary screen, counter-screen for coagulation protease inhibitor project, biochemical, 1536-well, fluorogenic AMC substrate; Prothrombin (Homo sapiens), P00734; Boc-VPR-AMC fluorogenic substrate cleavage; inhibition, % at 5 µM; hit rate 0.26% among 220,000; AID 1046, 2008;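 active = inhibition at or above 40%; inactive = inhibition below 40%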;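 also: 0% = enzyme with no compound and 100% = wells without enzyme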
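System: human alpha-thrombin protein; Compound dosing: one concentration per compound, 5 µM, with 0.2% DMSO; Timing: reaction at room temperature; Technique: AMC fluorescence, 355/460 nm; Controls: enzyme without compound as high, wells lacking enzyme as low.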
p47phox inh = p47phox/p22phox peptide binding inhibitors, primary screen, biochemical, uHTS, NADPH oxidase regulatory subunit | fluorescence polarization, 2 h | Neutrophil cytosol factor 1 (Homo sapiens), P14598 | hit rate 0.53% among 220,000 | inhibition, % at 24.7 µM;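 also: 0% = p47phox with labelled peptide and 100% = labelled peptide alone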
14-3-3 Bad inh = inhibitors of 14-3-3 zeta/Bad binding, primary screen, biochemical, TR-FRET, bovine 14-3-3 zeta. TR-FRET 14-3-3zeta/Dy647-pBad peptide displacement, 1 h. hit rate 0.71% among 220,000. inhibition, % at 21.7 µM;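 active = inhibition above about 70%, limit read from the data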;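 also: 0% = full 14-3-3 plus peptide FRET controls and 100% = background without 14-3-3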
Target sequence (P63103 whole entry, looked up): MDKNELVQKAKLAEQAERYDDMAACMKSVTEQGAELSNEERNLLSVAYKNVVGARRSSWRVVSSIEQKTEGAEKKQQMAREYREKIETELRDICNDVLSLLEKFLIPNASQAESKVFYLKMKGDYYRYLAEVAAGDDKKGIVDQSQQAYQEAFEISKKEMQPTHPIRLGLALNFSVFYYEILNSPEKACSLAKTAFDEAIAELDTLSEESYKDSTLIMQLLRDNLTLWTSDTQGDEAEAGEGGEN
Numbers without * were called inactive; . = no result given; [ ] = remark or other dose.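 The calls were made as follows, unless noted: active = inhibition above about 30% (limit read from the data); inactive = the rest.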

SMILES	eIF4E-4G inh	EBV gp42 block	Cl transport mod	KLK5 inh	Furin inhibitor	Rad51 HR inh	Thrombin inh	p47phox inh	14-3-3 Bad inh
CCc1c(C)nc2ccc(Br)cc2c1SCCC#N	13	-1	-0.46	-5	-6	-17	-7	5	4[fluorescence artefact?]
CCC(C)[C@@H](C(=O)Nc1ccc(OC)c(OC)c1)N1Cc2ccccc2C1=O (some centres undefined)	1	-12	-0.48	-3	-30	1	-4	-11	1
Cc1cc(C)cc(OC(=O)CCN2C(=O)C3C4C=CC(C5CC45)C3C2=O)c1 (centres undefined)	-1	3	0.72	6	-16	-2	-1	-1	-9
N#CCC(=O)Nc1ncc(Cc2ccccc2Cl)s1	-2	-10	-0.26	-1	-31	9	-11	-11	-8
CCS(=O)(=O)Nc1cc(-c2nc3cccnc3s2)ccc1C	2	-5	-0.031	-2	-32	2	-2	8	-13
O=C(NCc1ccncc1)C1=NN(c2ccccc2)C(=O)CC1	-3	-28	0.84	7	-15	-5	-7	-6	-8
C=CCn1c(SCC(=O)NC(=O)c2cccn2C)nc2ccccc2c1=O	2	-6	-1.2	0	-26	23	7	-7	1
CCOC(=O)CSc1nc2sccc2c(=O)[nH]1	1[fluorescence artefact?]	10	.	-1	-28[20 µM]	8	-7	-6	6
COc1ccc(CC(=O)NCc2nn(-c3ccccc3)nc2C)cc1OC	2	-11	-0.85	-6	-10	13	-1	-6	0
N/C(=N\OC(=O)c1ccc2c(c1)OCO2)c1ccncc1	2	-17	0.47	0	-9	-26	0	-6	-4
Cc1nnc(SCC(C)C)[nH]c1=O	-6	-15	0.052	-2	-24	1	-3	1	6
Cc1nc2nc(C)c(CCC(=O)NC(C)c3ccc4c(c3)OCCO4)c(C)n2n1 (centres undefined)	0[fluorescence artefact?]	-7	0.31	-3	-7	6	-3	-7	35[fluorescence artefact?]
CCc1c(C)n2nc(C)cc2[nH]c1=O	7	-22	0.52	-7	-30	0	5	-6	-4
COc1cccc(NC(=O)C2CC(=O)N/C(=N/NC(=O)c3ccc(C)cc3)S2)c1 (centres undefined)	-2	-1	-0.17	20	-28	-7	-7	-1	-7
COc1cc(C(=O)Nc2ccc(S(=O)(=O)Nc3cc(C)nc(C)n3)cc2)cc(OC)c1OC	-1	-6	-0.77	-3	-14	15	-4	2	-11
COC(CNC(=O)c1ccc(N2CCc3ccccc32)c([N+](=O)[O-])c1)OC	3[fluorescence artefact?]	-17	0.36	-14	-2	7	0	5	-1
O=C(NCCCNCc1ccccc1)c1ccccn1	4[fluorescence artefact?]	-7	0.89	10	-3	-4	-7	-4	3[fluorescence artefact?]
COc1ccc2[nH]c(C)c(CCN(Cc3cccs3)C(=S)Nc3cccc(F)c3)c2c1	-2	9	.	-7	-27	-2	-5	-35	2
Cn1c(=O)c2c(ncn2CC(O)CNc2ccc(Cl)cc2)n(C)c1=O (centres undefined)	-3	-19	-2.8	4	-9[20 µM]	8	5	-10	-5
COc1ccc(C(=O)NCc2ccccn2)cc1	0[fluorescence artefact?]	-12	.	-9	-23[20 µM]	2	0	-6	-8[fluorescence artefact?]
COc1cc(NC(=O)COc2ccc(-n3ccnc3)cc2)cc(OC)c1	-2	1	-0.34	0	-25	-6	-4	13	-13
O=C(Nc1ccc(-c2nnc3n2CCCCC3)cc1)c1cnccn1	6	-14	0.34	4	-16[20 µM]	.	-2	-7	6
CCN1C(=O)/C(=c2\s/c(=C3\Sc4ccccc4N3C)c(=O)n2C)N(C)C1=S	11	-3	.	2	-17	10	-10	-90	65
CC(=O)C1=C(O)C(=O)N(CCc2ccccc2)C1c1ccccc1[N+](=O)[O-] (centres undefined)	3	-5	-0.67	-24	-16	2	-7	-4	-22
COC(=O)/C(=N/Nc1cccc(C)c1)N1CCCc2ccccc21	-5	3	-0.06	-6	-9	-9	-11	-12	-7

13 compounds from above, arranged by number of heavy atoms, lowest first:
SMILES	eIF4E-4G inh	EBV gp42 block	Cl transport mod	KLK5 inh	Furin inhibitor	Rad51 HR inh	Thrombin inh	p47phox inh	14-3-3 Bad inh
CCc1c(C)n2nc(C)cc2[nH]c1=O	7	-22	0.52	-7	-30	0	5	-6	-4
CCOC(=O)CSc1nc2sccc2c(=O)[nH]1	1[fluorescence artefact?]	10	.	-1	-28[20 µM]	8	-7	-6	6
N#CCC(=O)Nc1ncc(Cc2ccccc2Cl)s1	-2	-10	-0.26	-1	-31	9	-11	-11	-8
O=C(NCCCNCc1ccccc1)c1ccccn1	4[fluorescence artefact?]	-7	0.89	10	-3	-4	-7	-4	3[fluorescence artefact?]
N/C(=N\OC(=O)c1ccc2c(c1)OCO2)c1ccncc1	2	-17	0.47	0	-9	-26	0	-6	-4
CCS(=O)(=O)Nc1cc(-c2nc3cccnc3s2)ccc1C	2	-5	-0.031	-2	-32	2	-2	8	-13
COC(=O)/C(=N/Nc1cccc(C)c1)N1CCCc2ccccc21	-5	3	-0.06	-6	-9	-9	-11	-12	-7
Cn1c(=O)c2c(ncn2CC(O)CNc2ccc(Cl)cc2)n(C)c1=O (centres undefined)	-3	-19	-2.8	4	-9[20 µM]	8	5	-10	-5
Cc1cc(C)cc(OC(=O)CCN2C(=O)C3C4C=CC(C5CC45)C3C2=O)c1 (centres undefined)	-1	3	0.72	6	-16	-2	-1	-1	-9
CCC(C)[C@@H](C(=O)Nc1ccc(OC)c(OC)c1)N1Cc2ccccc2C1=O (some centres undefined)	1	-12	-0.48	-3	-30	1	-4	-11	1
COc1cccc(NC(=O)C2CC(=O)N/C(=N/NC(=O)c3ccc(C)cc3)S2)c1 (centres undefined)	-2	-1	-0.17	20	-28	-7	-7	-1	-7
COc1ccc2[nH]c(C)c(CCN(Cc3cccs3)C(=S)Nc3cccc(F)c3)c2c1	-2	9	.	-7	-27	-2	-5	-35	2
COc1cc(C(=O)Nc2ccc(S(=O)(=O)Nc3cc(C)nc(C)n3)cc2)cc(OC)c1OC	-1	-6	-0.77	-3	-14	15	-4	2	-11

Record cards (already shown). Order of screens: eIF4E-4G inh | EBV gp42 block | Cl transport mod | KLK5 inh | Furin inhibitor | Rad51 HR inh | Thrombin inh | p47phox inh | 14-3-3 Bad inh
CCC(C)[C@@H](C(=O)Nc1ccc(OC)c(OC)c1)N1Cc2ccccc2C1=O (some centres undefined) reads 1 | -12 | -0.48 | -3 | -30 | 1 | -4 | -11 | 1
CCN1C(=O)/C(=c2\s/c(=C3\Sc4ccccc4N3C)c(=O)n2C)N(C)C1=S reads 11 | -3 | . | 2 | -17 | 10 | -10 | -90 | 65

Continued.
SMILES	eIF4E-4G inh	EBV gp42 block	Cl transport mod	KLK5 inh	Furin inhibitor	Rad51 HR inh	Thrombin inh	p47phox inh	14-3-3 Bad inh
CC(C)S(=O)(=O)c1csc(C(=O)NN)c1Cl	9	-18	0.22	-6	-14	12	0	4	1
Cc1ccc(-c2csc3ncnc(SCc4ccc(C(=O)O)cc4)c23)cc1	13	3	140*	.	-16	4	-1	-17	-21
COc1ccc(S(N)(=O)=O)cc1N(C)S(=O)(=O)c1ccccc1	-2	-2	0.13	-9	-23	2	2	3	-6
O=C(O)c1ccc(/C=N/Nc2cccc(C(F)(F)F)c2)cc1	-2	2	-1.7	-1	-25	4	-7	-4	-3
CCN(CC)S(=O)(=O)c1cccc(C(=O)c2c(C)cc3ccccn23)c1	18	-10	-3.2	-11	-7	3	-3	-12	-4
O=C(NC(=S)Nc1ccc(CN2CCCCC2)cc1)c1ccco1	1	6	4*	-2	-32	2	-4	-4	-9
CCC(=O)Nc1sc2c(c1C(N)=O)CCN(C(C)=O)C2	5	-4	-4.9e-05	-6	-28	-2	1	-11	4[fluorescence artefact?]
O=c1c(C=Nc2ccc(Oc3ccccc3)cc2)c[nH]n1-c1cccc(Cl)n1	-1	-11	1.7	-14	-11	2	6	-5	-3
Cc1ccc(Cl)cc1NC(=O)c1cccc(OC(F)F)c1	1	-9	0.00035	-8	-10[20 µM]	6	4	11	-1
COCCn1nnnc1C(c1ccccc1OC)N1CCN(c2ccccc2)CC1 (centres undefined)	1	-22	-0.044	-8	-8	-10	-4	-3	43
Cc1cc(Oc2ccc(=O)n(C)n2)nc(SCC(N)=O)n1	4	-34	1	0	-24	.	-16	-11	-5
CCCN1Cc2cccc(C(=O)N3CCN(c4cc(Cl)ccc4C)CC3)c2C1=O	-5	-11	-1.5	-5	-19	1	0	0	8
Cc1cc(OCC(=O)O/N=C(\N)c2ccccc2)ccc1Br	3	4	0.096	-5	-23	.	-2	11	7
O=c1cc(-c2cccc3ccccc23)[nH][nH]1	1[fluorescence artefact?]	3	.	-31	-13[20 µM]	12	1	-13	-4[fluorescence artefact?]
N#C/C(=C\c1ccc(-c2cccc(Cl)c2)o1)C(=O)Nc1cccc2cccnc12	-21[fluorescence artefact?]	-1	0.51	0	-4[20 µM]	-23	-2	-122	-2
COc1ccc(C(=O)N2c3ccccc3C=CC2C#N)cc1 (centres undefined)	-7[fluorescence artefact?]	3	-0.13	-11	-18	-5	-14	-5	1[fluorescence artefact?]
Cc1noc(C)c1S(=O)(=O)NCC(=O)O	-5[fluorescence artefact?]	-13	0.097	-17	-7	-4	0	1	-6
Clc1ccccc1-c1ccc(/C=N/n2cnnc2)o1	8[fluorescence artefact?]	-6	-1.4	-16	-1	-1	-3	-11	-4
CCC1CCCCN1CC(=O)c1c(C)[nH]c2ccc(OC)cc12 (centres undefined)	2	-12	0.077	2	-35	-4	-4	-9	-2
CCN1CCN(c2nc(Nc3cccc(F)c3)nc(N)c2[N+](=O)[O-])CC1	-9	-1	-0.95	2	-12	11	1	0	-18
Cc1ccc(C(=O)Nc2ccc(O)cc2C(=O)O)cc1	1	-16	-0.11	-27	-13[20 µM]	-2	3	-11	-7
COCCn1c(Cc2ccccc2)nnc1SCC(=O)N1CCOCC1	5	-12	1	-22	-35	5	-3	-14	-7
CCCCCOC(=O)NC1CCS(=O)(=O)C1 (centres undefined)	2	-26	-0.014	9	-17	-15	-9	-10	-11
O=C(COc1ccc(Cl)cc1Cl)NCc1ccncc1	-2	-2	-0.59	-10	-20	0	-6	-7	-1
CCn1c(CNc2cccc(Cl)c2)nnc1SCC(=O)OC1CCCCC1	-2	-10	-2.1	-6	-18	.	2	-11	-2
Clc1ccc(-c2c[n+](Cc3ccc(Br)cc3)c3n2CCCCC3)cc1	-2	-22	-0.97	-7	-11	27	-3	-7	1
Cc1ccccc1C(=O)Nc1ccc(O)cc1C(=O)O	0	-2	0.25	0	-22	6	0	8	-4
Cn1nc(NC(=O)C2CCC2C(=O)O)c2c(F)cccc21 (centres undefined)	1	-7	1.4	5	-22	24	4	-1	6
O=C(NCc1ccco1)c1ccc(Cl)c(S(=O)(=O)Nc2ccccc2)c1	0	8	.	.	-16	.	-3	12	4

Assay outcomes from PubChem BioAssay.
